TcdB inh: TcdB glycohydrolase inhibition; P18177; TcdB glycohydrolase enzymatic assay, plate reader; inhibition, % at 9.99 µM; actives 0.24% (n = 350,000); AID 652162; in the data active = inhibition above about 10%
SSB-PriA inh: blocks PriA binding to SSB C-terminal tail; AlphaScreen SSBct-PriA binding, biotinylated peptide; inhibition, % at 33 µM; AID 1272365; actives 0.6% (n = 430,000); in the data active = inhibition mostly above about 37%, no sharp cut-off; inactive = mostly below about 20%;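 note: plate controls were negative control peptide for no effect and reference peptide for full effect; strong numbers were not always called active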
BoNT-A LC inh2: BoNT A light chain protease inhibition; multiplex microsphere protease substrate cleavage, flow cytometry; AID 588499; inhibition, % at 10 µM; actives 0.17% (n = 360,000); note: plate controls were buffer without enzyme for full effect and enzyme alone for no effect
Yp Topo-I inh: blocks Yersinia pestis topoisomerase I activity. Y. pestis Topo-I cleavage product accumulation, plate reader. activity, % at 10 µM. actives 0.064% (n = 360,000). AID 504884; in the data active = activity above about 50%, passing the limit was not always enough; note: inactives centre near 2
Anthrax LF prot: inhibitors of Bacillus anthracis lethal factor protease | P15917 | multiplex microsphere protease cleavage assay, LF | inhibition, % at 10 µM | actives 0.12% (n = 360,000) | AID 588501; note: plate controls were buffer without enzyme for full effect and enzyme alone for no effect
Target sequence (P15917 whole entry, looked up): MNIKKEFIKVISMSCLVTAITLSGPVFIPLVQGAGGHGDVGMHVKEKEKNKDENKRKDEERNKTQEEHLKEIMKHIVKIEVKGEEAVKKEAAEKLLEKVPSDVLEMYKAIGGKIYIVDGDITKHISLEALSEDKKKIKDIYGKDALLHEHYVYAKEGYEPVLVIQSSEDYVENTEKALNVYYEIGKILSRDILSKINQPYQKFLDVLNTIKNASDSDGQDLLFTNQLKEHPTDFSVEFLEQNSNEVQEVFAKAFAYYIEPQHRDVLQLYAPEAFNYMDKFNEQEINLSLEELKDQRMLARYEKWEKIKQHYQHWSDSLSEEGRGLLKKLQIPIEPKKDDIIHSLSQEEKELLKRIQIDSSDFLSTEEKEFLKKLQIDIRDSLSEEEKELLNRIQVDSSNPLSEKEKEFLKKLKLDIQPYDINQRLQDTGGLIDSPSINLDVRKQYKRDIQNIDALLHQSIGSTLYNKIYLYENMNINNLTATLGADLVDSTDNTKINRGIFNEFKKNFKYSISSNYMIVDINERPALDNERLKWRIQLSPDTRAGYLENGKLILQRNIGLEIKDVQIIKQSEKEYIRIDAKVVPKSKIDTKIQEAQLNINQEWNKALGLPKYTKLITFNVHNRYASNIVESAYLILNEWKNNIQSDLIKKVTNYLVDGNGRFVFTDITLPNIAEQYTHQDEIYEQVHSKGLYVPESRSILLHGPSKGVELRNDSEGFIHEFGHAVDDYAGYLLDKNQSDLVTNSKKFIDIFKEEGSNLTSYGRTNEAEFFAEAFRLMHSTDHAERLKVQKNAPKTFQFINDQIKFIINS
PrPC TRFRET: cell surface PrPC inhibition, primary TR-FRET screen; TR-FRET read-out; inhibition, % at 13.8 µM; actives 0.43% (n = 370,000); in the data active = inhibition above about 24%; note: 0% = median of the test wells and 100% = reference compound wells
PfHsp40 rescue: restores yeast growth despite PfHsp40 toxicity | AID 504582 | S. cerevisiae expressing PfHsp40, growth rescue, ATP luminescence | actives 0.68% (n = 340,000) | growth rescue, % at 12.5 µM; in the data active = growth rescue above about 28%, passing the limit was not always enough;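 note: yeast W303a lacking pdr1 and pdr3 grown in galactose medium; growth measured after three days at 30 °C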
SARS 3CLpro inh: SARS-CoV 3CLpro protease inhibition; actives 0.14% (n = 290,000); P0C6X7; inhibition, % at 6 µM; recombinant SARS-CoV 3CLpro, quenched FRET peptide cleavage; AID 1706; in the data active = inhibition above about 12%
Vc quorum ag: quorum light induction in luxS cqsA deficient V. cholerae | V. cholerae BH1578 lux reporter, luminescence, 6 h | activation, % at 18.7 µM | actives 0.16% (n = 350,000) | AID 588436; in the data active = activation mostly above about 9.7%, no sharp cut-off; note: not every result past the cut was called active; inactives centre near 0; reference of the scale not given here
Active calls of the source: *; i = inactive; · = no result given; & = joins results of further samples. Cut-off read from the data, not from the text of the source, unless noted: active = inhibition above about 30%; inconclusive = no clear call, values can overlap the other calls; inactive = below that.

SMILES | TcdB inh | SSB-PriA inh | BoNT-A LC inh2 | Yp Topo-I inh | Anthrax LF prot | PrPC TRFRET | PfHsp40 rescue | SARS 3CLpro inh | Vc quorum ag
COC(=O)c1[nH]c2ccc(C)cc2c1NC(=O)CN1CCCc2ccccc21 | · | 9.2 | 5.7 | -5.9 | 2.7 | -0.3 | 1.4 | -0.6 | i
COCCCn1c(C)nnc1SCc1ccc(C(C)(C)C)cc1 | -0.5 | -9.3 | -1.0 | 8.7 | -0.6 | 5.0 | -0.1 | 1.7 | 5.5
CCCCN(C)c1c(C)nc2ccc(C(=O)NCCc3c[nH]c4ccccc34)cn12 | 1.1 | · | -0.3 | -10.5 | -5.6 | 5.2 | · | · | i
Nc1ccccc1C(=O)N1CCCC1 | 2.9 | -18.9 | 0.0 | 5.7 | -10.3 | -2.5 | -0.7 | -4.1 | i
Cc1ccc(C(=O)NCC(c2ccco2)N2CCCCC2)s1 (stereo not drawn) | 0.0 | -1.8 | 3.3 | 1.9 | 4.4 | -4.6 | 0.1 | · | i
CC1CCCN(C(=O)NC2CC(=O)N(c3ccc4c(c3)OCCO4)C2)C1 (stereo not drawn) | 1.6 | -2.5 | -1.3 | -0.7 | 1.6 | -1.8 | -1.4 | · | -1.4
CC1CCCC(C)N1CCCNC(=O)c1csc2c1CCCCC2 (stereo not drawn) | -0.1 | 1.6 | -3.8 | -7.8 | 0.7 | -8.3 | 0.6 | 3.6 | -11.1
COc1cc(C(=O)NCC2CCCO2)ccc1OCc1ccc(Cl)cc1 (stereo not drawn) | 0.0 | -10.8 | 0.0 | 18.7 | -6.9 | 3.7 | 0.4 | · | i
COc1ccc(S(=O)(=O)N2C3CCC2CC(NC(=O)NC2CCCCC2)C3)cc1 (stereo not drawn) | 1.2 | -4.3 | 0.5 | 15.9 | 0.0 | 5.3 | 2.3 | 0.1 | i
CCCN=Cc1ccc(O)cc1 | 1.5 | -0.5 | 1.3 | 0.1 | -5.0 | 7.5 | -1.0 | 2.9 | 0.2

The closing 4 entries of the part before lead into the next:
SMILES | TcdB inh | SSB-PriA inh | BoNT-A LC inh2 | Yp Topo-I inh | Anthrax LF prot | PrPC TRFRET | PfHsp40 rescue | SARS 3CLpro inh | Vc quorum ag
CC1CCCC(C)N1CCCNC(=O)c1csc2c1CCCCC2 (stereo not drawn) | -0.1 | 1.6 | -3.8 | -7.8 | 0.7 | -8.3 | 0.6 | 3.6 | -11.1
COc1cc(C(=O)NCC2CCCO2)ccc1OCc1ccc(Cl)cc1 (stereo not drawn) | 0.0 | -10.8 | 0.0 | 18.7 | -6.9 | 3.7 | 0.4 | · | i
COc1ccc(S(=O)(=O)N2C3CCC2CC(NC(=O)NC2CCCCC2)C3)cc1 (stereo not drawn) | 1.2 | -4.3 | 0.5 | 15.9 | 0.0 | 5.3 | 2.3 | 0.1 | i
CCCN=Cc1ccc(O)cc1 | 1.5 | -0.5 | 1.3 | 0.1 | -5.0 | 7.5 | -1.0 | 2.9 | 0.2
O=C(NCc1ccc2c(c1)OCO2)c1ccc2c(=O)n(C3CCCC3)c(=O)[nH]c2c1 | · | 4.0 | 0.1 | -2.3 | -6.3 | -1.8 | 2.0 | 1.4 | -0.3
N#Cc1ccccc1S(=O)(=O)N1CCN(C(=O)c2cn(-c3ccccc3)nc2-c2cccnc2)CC1 | 0.7 | -10.5 | 0.3 | 14.3 | -2.9 | 0.9 | -0.9 | · | -2.1
CC1CCN(Cc2c(C(=O)N/N=C/c3ccc(C(C)C)cc3)nnn2-c2nonc2N)CC1 | -1.3 | · | -1.2 | 15.6 | 0.8 | 3.6 | -2.2 | -1.7 | -0.3
N#C/C(=C\c1ccc2c(c1)OCO2)C(N)=S | -0.1 | -1.8 | 0.9 | -9.7 | -7.5 | 1.5 | · | -1.1 | 1.2
CC(C)(C)OC(=O)C(C1NC(C(=O)O)C(C)(C)S1)N1C(=O)c2ccccc2C1=O (stereo not drawn) | 0.7 | 4.2 | 1.3 | 6.1 | -0.8 | 6.5 | -1.1 | · | i
Cc1ccc(NC(=O)CCNS(=O)(=O)c2ccc3[nH]c(=O)oc3c2)cc1F | 3.9 | -6.6 | -1.6 | -9.2 | -2.2 | 0.7 | -0.2 | -2.7 | -0.7
O=c1[nH]cnc2c1ncn2-c1ccc(Cl)cc1 | 1.5 | -10.8 | 0.1 | -6.5 | 6.3 | -1.6 | -3.1 | · | i
Cc1ccc(NC(=O)COc2ccc(-c3nnco3)cc2)cc1S(=O)(=O)N1CCOCC1 | 0.4 | -2.2 | -0.9 | 0.5 | -2.7 | 10.9 | -0.2 | 1.0 | 4.2
O=C(NNc1nc2c(F)cc(F)cc2s1)C1COc2ccccc2O1 (stereo not drawn) | -2.2 | -2.2 | 0.0 | 1.0 | -5.2 | -1.2 | 0.8 | -2.3 | i
COc1ccc(NC(=O)C/C(C)=N/NC(=O)C(=O)NC2CCCCC2)c(OC)c1 | -0.7 | · | -1.1 | -3.7 | 1.6 | 11.5 | 1.7 | -1.4 | 0.8
CCc1c(C(=O)NNC(=S)NC2CCCCC2)csc1C | -0.1 | 0.8 | 0.3 | 4.7 | -4.7 | 3.9 | 5.0 | 0.9 | i
O=C(N/N=C/c1cccc(O)c1)c1csc2ccccc12 | · | · | 0.1 | -9.7 | -1.2 | 8.0 | 0.6 | -0.1 | -1.1
CCOc1ccc(-n2c(=O)c3sccc3n(CC(=O)NCc3ccco3)c2=O)cc1 | · | -1.8 | 8.7 | -0.6 | -10.6 | -3.3 | -0.1 | -4.0 | -0.3
Cc1cc2c(c(=O)n1CCc1ccccc1)C(c1ccco1)C(C#N)=C(N)O2 (stereo not drawn) | · | -6.3 | -0.9 | 11.4 | -1.2 | -6.0 | 3.9 | 0.5 | i
O=C(O)CC(CCc1ccccc1)OC1OC(CO)C(O)C(O)C1O (stereo not drawn) | -0.3 | 17.0 | -1.2 | -4.6 | 5.2 | -5.6 | -1.1 | · | -0.3
Cn1nnnc1SCC(=O)Nc1ccccc1[N+](=O)[O-] | · | -10.1 | -0.9 | -4.5 | -2.3 | -26.6 | -1.7 | 1.6 | -0.5
COc1cc(N)c(C(O)c2nccc3cc(OC)c(OC)cc23)cc1OC (stereo not drawn) | -0.8 | 1.9 | 4.3 | -14.7 | -6.8 | -8.1 | -0.7 | 5.5 | i
COc1ccc(/C=N/Nc2ncnc(Cl)c2N)cc1OC | -0.4 | · | -0.3 | -3.3 | -1.8 | -15.9 | -0.2 | 0.9 | -0.2
N#Cc1ccc(-c2ccc(F)cc2)nc1SCC(=O)Nc1sc2c(c1C#N)CCC2 | · | -0.6 | -0.2 | -2.1 | 0.9 | 4.2 | -0.1 | 4.5 | -1.6
CNC(=S)NN(c1ccccc1)c1ccccc1 | -15.9 | -7.8 | -0.7 | -6.6 | -2.9 | · | -0.1 | 6.4 | i
CC(C)C(NC(=O)C1(NC(=O)OCc2ccccc2)CCCC1)C(=O)O (stereo not drawn) | 1.1 | -2.6 | -0.7 | 2.2 | -8.8 | 1.4 | -0.3 | · | i
CN1CCN(c2ccc(CNS(=O)(=O)Cc3ccc(Cl)cc3)cc2)CC1 | 2.8 | -2.3 | -6.8 | -5.1 | -7.2 | -3.4 | -0.7 | -2.8 | -1.3
Cc1ccc(S(=O)(=O)N2CCC(N3CCCCCC3)CC2)cc1 | · | 11.2 | 0.1 | -0.2 | -4.7 | -1.2 | 0.1 | -3.2 | 1.2
O=C(c1ccccc1)n1nc(-c2ccccc2)nc1NCc1ccco1 | 0.3 | -8.8 | -0.3 | 10.8 | -6.1 | 4.8 | -0.3 | -0.1 | -0.1
CCOC(=O)c1c(NC(=O)C(=O)N/N=C/c2ccccc2O)sc2c1CCCCC2 | 0.5 | · | 2.9 | 10.1 | -0.8 | -1.8 | -1.3 | -1.4 | -0.6
CSc1ccc(C(=O)C2CCCN(CCCn3cccn3)C2)cc1 (stereo not drawn) | -0.4 | 7.4 | 3.4 | 5.9 | -0.2 | 7.9 | 1.5 | 6.5 | -0.9
COc1ccc(CCNC(=O)CSc2cccc3cccnc23)cc1OC | 1.3 | 18.7 | -0.8 | 4.9 | -10.3 | 1.9 | -0.4 | -0.7 | i
Cc1cccc(NC(=O)CCc2nnc3ccc(N4CCC(C)CC4)nn23)n1 | · | -5.6 | -0.5 | 16.7 | 3.2 | · | -0.2 | 0.0 | 0.4
CCOC(=O)c1ccc2c(c1)n(CCO)c(C)[n+]2CC | · | -13.2 | -1.7 | -2.1 | -9.3 | 10.8 | 0.4 | 0.4 | 0.7
COC(=O)c1nn(-c2ccccc2)ccc1=O | · | -5.4 | -0.7 | -0.5 | 1.2 | 1.0 | 0.5 | 1.6 | -0.4
CC1(C(=O)NS(=O)(=O)C2CC2)CCN(C(=O)c2ccccc2F)C1 (stereo not drawn) | 1.8 | · | 0.4 | -1.0 | 7.5 | -2.3 | · | · | -0.2
Nc1cc([N+](=O)[O-])ccc1O | 4.6 | -13.7 | 0.0 | -9.2 | -5.7 | -19.2 | -0.7 | -2.7 | -0.7
Cn1c(=O)c(-c2cc(=O)[nH][nH]2)c(O)c2ccccc21 | -7.4 | -9.7 | -0.6 | 10.8 | 0.6 | 2.3 | 47.1* | -5.5 | -0.2
Cc1ccc2c(c1)/C(=C/c1ccccc1C)C(=O)N2 | 11.7* | -3.2 | -0.5 | 0.2 | 16.6 | 0.6 | -1.7 | 4.2 | -0.6
CC1=CC2=C(C=O)C(=O)C(C)(O)C(O)C2=CO1 (stereo not drawn) | -0.4 | · | 0.5 | 7.9 | 0.2 | -5.0 | · | · | -3.3
CCc1nc2ccc(C(=O)N(CC)CCN(C)C)cn2c1N(C)C(=O)c1cccc(OC)c1 | -0.1 | · | -0.2 | 5.6 | -5.7 | 5.4 | · | · | -0.8
Cc1cccn2cc(CCNC(=O)c3ccco3)nc12 | 0.4 | 4.6&-2.0 | -0.8 | -2.4 | -12.3 | -3.1 | 0.6 | -0.5 | i
O=C(O)c1ccc2c(=O)n3c(nc2c1)/C(=C/c1ccc(Cl)c(Cl)c1)CC3 | 0.8 | 0.9 | -1.1 | -1.4 | 11.4 | 2.8 | 0.9 | -4.1 | i
Cc1oc2c(c1C(=O)c1ccccc1)C(=O)C(=O)c1ccccc1-2 | · | 26.0 | 10.9 | -22.4 | 13.1 | -4.8 | 97.3* | -0.9 | i
COc1cc2c(c(OC)c1OC)-c1ccc(SC)c(=O)cc1C(NC=O)CC2 (stereo not drawn) | 1.8 | -20.4 | -0.6 | 3.7 | 4.0 | -15.4 | -2.2 | · | i
O=C(OCCN1CCOCC1)c1cccc(F)c1 | 0.3 | -6.6 | · | 1.8 | · | -2.2 | 4.0 | -3.7 | i
Fc1ccccc1N1CCN(c2ncnc3nc[nH]c23)CC1 | 1.2 | -8.8 | -0.1 | 3.2 | 5.2 | 5.7 | 1.3 | -3.2 | i
O=C(NC1CCCCC1)C1(S(=O)(=O)c2ccc(Cl)cc2)CC1 | -1.0 | -7.6 | -1.0 | 25.0 | -2.3 | -6.0 | 1.1 | -1.6 | -0.4
CC1CCCCN1Cc1cnc(Cl)s1 (stereo not drawn) | · | 4.6 | 2.2 | -6.3 | 2.2 | 5.3 | -1.3 | 1.7 | i
CC(=O)Nc1ccc(S(=O)(=O)N2CCN(Cc3ccncc3)CC2)cc1 | · | -4.3 | 0.3 | 0.7 | -0.2 | -2.6 | -0.2 | -4.5 | -5.0
COc1ccc(Cl)cc1NC(=O)C1COc2ccccc2O1 (stereo not drawn) | 1.5 | -29.3 | -1.2 | -4.4 | -8.0 | 11.1 | 2.9 | 4.1 | i
COc1cccc(/C=N/NC(=O)c2ccc(=O)n(C)c2)c1OC | -0.6 | · | 0.0 | 1.5 | -0.4 | -3.3 | 2.1 | 1.1 | -0.6
O=C(C1CC(=O)N(C2CCCC2)C1)N1CCN(c2ccccc2F)CC1 (stereo not drawn) | -0.9 | -3.5 | -0.2 | -11.2 | -7.6 | -2.0 | -0.4 | 5.3 | -0.2
CCN(CC(=O)N1CCCC1)S(=O)(=O)c1ccc(F)cc1 | 1.1 | -2.5 | -7.4 | 6.2 | -18.6 | -8.4 | 0.5 | 6.4 | -0.6

Not all compounds are listed, so the mix of outcomes need not match the whole.
